Bioassay records: PubChem, The Scripps Research Institute Molecular Screening Center
M4 ag: human M4 muscarinic receptor agonists, primary screen, CHO-K1 cells, Fluo-8 calcium fluorescence; Muscarinic acetylcholine receptor M4 (Homo sapiens), P08173; activation, % at 3 µM; CHO-K1 hM4/Gqi5; vehicle 0%, full acetylcholine response 100%; 360,000 compounds, 0.14% hits; AID 624127, 2012;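 active = activation above the run mean over all test wells plus 3 SD, cut at about 32% in these data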;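 note: peak over basal fluorescence ratio per well then scaled between controls; 0% = DMSO wells and 100% = acetylcholine at EC100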
Target sequence (P08173 whole entry, looked up): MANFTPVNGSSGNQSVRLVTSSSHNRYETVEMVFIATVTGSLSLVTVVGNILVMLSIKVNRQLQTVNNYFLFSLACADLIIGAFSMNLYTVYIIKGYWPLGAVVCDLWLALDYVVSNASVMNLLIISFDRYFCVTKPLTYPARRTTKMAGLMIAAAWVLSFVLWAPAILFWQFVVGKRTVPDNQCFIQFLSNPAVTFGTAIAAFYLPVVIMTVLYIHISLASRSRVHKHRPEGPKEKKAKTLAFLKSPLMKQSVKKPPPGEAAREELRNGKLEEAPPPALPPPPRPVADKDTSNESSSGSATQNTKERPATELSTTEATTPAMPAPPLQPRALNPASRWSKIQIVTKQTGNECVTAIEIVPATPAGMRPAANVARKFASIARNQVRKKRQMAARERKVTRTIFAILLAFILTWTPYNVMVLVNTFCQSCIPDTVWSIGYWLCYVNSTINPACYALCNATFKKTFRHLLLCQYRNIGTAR
M1 ag: human M1 muscarinic receptor agonists, primary screen, Fluo-8 calcium fluorescence, CHO-K1 cells, HTS | Muscarinic acetylcholine receptor M1 (Homo sapiens), P11229 | CHO-K1 hM1, agonist mode; 0% DMSO, 100% acetylcholine EC100 | activation, % at 3 µM | 360,000 compounds, 0.33% hits | AID 588814, 2011;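 active = activation above the run's mean compound activation plus 3 SD, cut at about 16% in these data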;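 note: peak over basal fluorescence ratio within a 140 s kinetic read after compound addition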
Target sequence (P11229 whole entry, looked up): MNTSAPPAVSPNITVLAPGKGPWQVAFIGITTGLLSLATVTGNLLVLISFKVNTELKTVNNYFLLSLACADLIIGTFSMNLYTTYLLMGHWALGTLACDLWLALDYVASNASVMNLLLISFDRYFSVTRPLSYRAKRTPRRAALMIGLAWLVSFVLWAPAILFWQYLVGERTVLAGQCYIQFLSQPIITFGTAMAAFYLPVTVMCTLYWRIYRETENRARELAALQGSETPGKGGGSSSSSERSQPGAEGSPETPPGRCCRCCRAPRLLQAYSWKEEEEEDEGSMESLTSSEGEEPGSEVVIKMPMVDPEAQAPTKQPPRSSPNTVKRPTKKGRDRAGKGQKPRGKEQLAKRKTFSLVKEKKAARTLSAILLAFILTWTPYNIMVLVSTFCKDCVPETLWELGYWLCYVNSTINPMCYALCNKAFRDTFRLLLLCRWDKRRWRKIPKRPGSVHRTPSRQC
OXTR potentiate: human OXTR potentiators, primary screen, fluorescence, CHO-OTR cells, Fluo-8 calcium | Oxytocin receptor (Homo sapiens), P30559 | Fluo-8 calcium fluorescence, potentiator mode; 0% = oxytocin EC15, 100% = EC100 | activation, % at 3 µM | 320,000 compounds, 0.061% hits;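 active = activation above that plate's cutoff, the mean activation of tested compounds plus 3 SD, cut at about 6.6% in these data, passing the limit was not always enough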;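 note: 100% uses oxytocin at 75 nM as the full agonist control; some results filed as inactive read as strong as hits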
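Assay system: CHO cell line stably expressing human OTR | Also added: Oxytocin at about EC15, sub-maximal agonist stimulus | Times: Compound 6 min at room temperature before oxytocin, 100 s read | Measured by: Fluo-8 intracellular calcium fluorescence, ex 470-495, em 515-575 nm | Controls: EC15 oxytocin alone as 0%, 75 nM oxytocin as 100%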
CHO-K1 Ca ag: counter-screen for M1 agonists: effect in parental CHO-K1 cells | Fluo-8 calcium fluorescence; scaled to maximal ATP response, vehicle zero | activation, % at 3 µM | 360,000 compounds, 0.48% hits | AID 602248, 2012; in the data active = activation above about 15%;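 note: untransfected CHO-K1 host cells lacking M1 receptor as counterscreen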
CHRM4 antagonist: human M4 muscarinic receptor antagonists, primary screen, CHO cells, Fluo-8 calcium fluorescence | Muscarinic acetylcholine receptor M4 (Homo sapiens), P08173 | CHO-hM4 cells, ACh EC80 | inhibition, % at 3 µM | 360,000 compounds, 0.73% hits | AID 624125, 2012;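 active = inhibition above its plate's cutoff, the mean inhibition of sample wells plus 3 SD, cut at about 27% in these data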;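 note: 0% = acetylcholine EC80 with DMSO and 100% = DMSO without agonist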
CHO-K1 Ca antag: M1 antagonist counterscreen hit in parental CHO-K1 cells | ATP-induced calcium, Fluo-8 fluorescence | inhibition, % at 3 µM | 360,000 compounds, 0.6% hits | AID 602250;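 active = inhibition above a per-plate cutoff, the plate's mean sample inhibition plus 3 SD, cut at about 24% in these data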;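 note: 0% = DMSO plus EC80 ATP and 100% = DMSO alone without ATP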
CHRM1 antagonist: human M1 muscarinic receptor antagonists, primary screen, CHO-K1 cells, Fluo-8 calcium fluorescence, 1536-well | Muscarinic acetylcholine receptor M1 (Homo sapiens), P11229 | CHO-K1 hM1, ACh EC80 antagonist | inhibition, % at 3 µM | 360,000 compounds, 1.3% hits | AID 588852, 2011;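 active = percent inhibition above its own plate's cutoff, namely the mean of that plate's compound wells plus 3 SD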;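 note: peak over basal fluorescence ratio during 140 s after agonist addition; 0% = ACh EC80 plus DMSO and 100% = DMSO alone without agonist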
CHRM1 PAM: human M1 muscarinic receptor positive allosteric modulators, primary screen, CHO-K1 cells, Fluo-8 calcium fluorescence, 1536-well. CHO-K1 hM1, ACh EC20; 0% = ACh EC20, 100% = maximal ACh. activation, % at 3 µM. 360,000 compounds, 0.088% hits. AID 588819, 2011; in the data active = activation above about 19%, passing the limit was not always enough
CHO parental Ca: ATP-evoked calcium signal inhibitors, parental CHO, primary screen, counter-screen for OX1R antagonist project, cell-based, fluorescence, Fluo-8 calcium dye; 330,000 compounds, 0.63% hits; inhibition, % at 5.6 µM; parental CHO-K1, ATP-induced calcium, Fluo-8 fluorescence;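 active = inhibition above that plate's mean sample inhibition plus 3 SD, cut at about 26% in these data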;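 note: 0% = ATP-challenged DMSO wells and 100% = DMSO wells without ATP; some compounds past the cut are filed as inactive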
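Test system: untransfected parental CHO cell line. Compound: one dose, 5.6 µM nominal. Detection: intracellular calcium via Fluo-8 no-wash fluorescent dye. Measure: % inhibition. Benchmarks: ATP-challenged DMSO wells low, unchallenged DMSO wells high.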
* hit, by the source's call; nt = not tested or not shown.

Below each SMILES – M4 ag	M1 ag	OXTR potentiate	CHO-K1 Ca ag	CHRM4 antagonist	CHO-K1 Ca antag	CHRM1 antagonist	CHRM1 PAM	CHO parental Ca
CC1Cc2cc(S(=O)(=O)N3CCN(C)CC3)ccc2N1C(=O)C1CC1 (stereo not drawn)
→ 1	-2	-10	0.1	-10	-19	-6	8	-19
C[C@@]12C(=O)Nc3ccc(Cl)cc3C(=O)N1[C@H]1c3cc(Cl)ccc3OC[C@@H]1[C@@H]2c1ccccc1
→ 2	-5	-6	-0.2	12	1	18	-11	-11
O=C(CCCCn1ccc(=O)[nH]c1=O)Nc1ccc(C(=O)O)c(O)c1
→ 0	-2	nt	2.0	-5	-11	-12	4	nt
COc1ccc(N=C2c3ccccc3-c3ccc([N+](=O)[O-])cc32)cc1
→ 1	-3	nt	0.0	-4	-3	-17	7	nt
CSc1nc(N)nc(-c2cccs2)c1C#N
→ 1	-2	-21	0.1	-5	21	-30	1	12
CN(c1ccccc1)S(=O)(=O)c1cc(C(=O)OCC(N)=O)ccc1Cl
→ 5	-4	-13	0.2	-2	6	0	0	-12
COc1ccc(CCNC(=O)CCCN2C(=O)c3ccccc3C2=O)cc1OC
→ 1	-2	-6	1.2	10	-25	0	-2	-13
CCN(C(=O)CSc1nnc(-c2ccncc2)n1Cc1ccccc1)C1CCS(=O)(=O)C1 (stereo not drawn)
→ 0	8	-13	0.2	-3	1	-5	19	12
CCN(C(=O)c1c(-c2ccccc2Cl)noc1C)C1CCCCC1
→ -1	-11	-7	-0.7	11	-7	-3	3	-25
O=C(Nc1ccc2ccccc2c1)c1ccc(Cl)cc1
→ 0	-5	-2	-0.3	13	6	-5	3	-2
COc1ccc([N+](=O)[O-])c(OC)c1C(=O)Nc1ccc(F)cc1F
→ 1	-4	4	0.9	0	1	4	7	-6
Cc1c(NC(=S)NC(=O)C(c2ccccc2)c2ccccc2)cccc1C(=O)O
→ 0	-4	-1	-0.1	-4	0	-9	6	-3
Cc1c(C(=O)Nc2ccccc2-c2ccccc2)cccc1[N+](=O)[O-]
→ 4	-4	-4	1.3	4	-17	-6	0	-7
COc1cc(CNCc2cc(OC)c(OC)c(OC)c2)cc(OC)c1
→ 8	2	-12	3.0	-9	-5	-17	8	-11
COc1ccc(CC(C)Nc2cccc(SC)c2)cc1 (stereo not drawn)
→ -2	-5	nt	-0.6	0	-1	0	1	nt
Cc1cc(C)n(CC(C)O)c(=O)c1C#N (stereo not drawn)
→ 0	-6	4	1.5	-2	0	1	7	4
CC(=O)Nc1sc(N/N=C/c2ccccc2F)nc1-c1ccc(C)cc1
→ 1	-5	-5	0.0	1	-7	-14	3	-9
NS(=O)(=O)c1c(Sc2ccccc2C(=O)O)ccc2ccccc12
→ 2	2	-2	1.9	-13	-9	-21	12	3
CCOC(=O)c1cc2c(=O)[nH]ccc2nc1C(F)(F)F
→ 1	-4	-3	1.1	-10	3	-17	11	-13
c1ccc(-c2cn(-c3ccccc3)c3ncnc(NCCCN4CCOCC4)c23)cc1
→ 10	-6	-3	4.1	1	-14	7	-1	-17
CCCCCN(C(=O)CCC(=O)OCc1ccccc1Cl)c1c(N)n(CCCC)c(=O)[nH]c1=O
→ 1	1	-7	0.0	-3	0	-4	8	-23
Cc1ccn2c(=S)[nH]nc2c1
→ 0	-4	nt	0.4	9	-5	-7	5	nt
O=C(CNCc1ccc(F)cc1)Nc1cc(S(=O)(=O)N2CCOCC2)ccc1Cl
→ 12	-1	-7	5.2	1	0	0	-2	-10
Cc1cc(C)n2nc(SCC(=O)c3ccc[nH]3)nc2n1
→ 2	-3	-5	1.1	0	-6	-14	6	-5
O=C(COC(=O)Cn1cnc2ccccc2c1=O)NNC(=O)c1ccc(Br)cc1
→ 0	-3	0	-0.4	2	-3	-5	3	-2
CCCCNC(=O)c1onc(CSc2ccccn2)c1C(=O)NCCCC
→ -1	-8	0	-0.4	-3	-12	-2	8	-24
COc1ccc(C2CC(=O)C=C(NCCC(C)C)C2)cc1 (stereo not drawn)
→ 8	-2	2	3.0	11	7	17	-4	-16
CCOC(=O)Cc1c[nH]c(=S)[nH]c1=O
→ 1	0	1	0.3	-3	11	-12	16	0
O=C(COC(=O)c1ccncc1)c1ccccc1
→ 2	-4	-20	0.3	5	-10	-11	11	-9
Cc1c(N=C2SCC(=O)N2c2c(C)n(C)n(-c3ccccc3)c2=O)c(=O)n(-c2ccccc2)n1C
→ 1	3	-1	-0.1	-12	-22	-18	12	6

(next part)
Below each SMILES – M4 ag	M1 ag	OXTR potentiate	CHO-K1 Ca ag	CHRM4 antagonist	CHO-K1 Ca antag	CHRM1 antagonist	CHRM1 PAM	CHO parental Ca
Cc1ccc(NC(=O)C(OC(=O)c2cc(C)oc2C)c2ccccc2)cc1 (stereo not drawn)
→ -1	-14	-16	1.5	0	-19	-9	4	-18
CC(C)(C)CN1CCNC(=O)C1CC(=O)NC1Cc2ccccc2C1 (stereo not drawn)
→ 1	-8	-2	11	-1	7	-5	9	-13
CCOc1ncccc1C(=O)OCC(=O)Nc1cc(S(=O)(=O)N2CCOCC2)ccc1C
→ 7	-4	-10	2.7	-6	2	2	0	-6
O=C(O)CC(C(=O)O)C(c1ccccc1)c1ccccc1 (stereo not drawn)
→ 1	-2	nt	0.2	-3	-2	3	0	nt
O=C(NCC(=O)N(CC1CCCO1)C(C(=O)NC1CCCCC1)c1cccnc1)c1cccs1 (stereo not drawn)
→ 1	-4	-3	0.0	-4	-13	-12	12	-17
O=C(Nc1ccc(-c2cnco2)cc1)c1ccc(F)cc1F
→ 1	-1	-6	0.1	-5	-4	-17	12	-7
COc1ccc(N2CCN(C(=O)COC(=O)c3ccc(-n4nc(C)cc4C)cc3)CC2)cc1
→ 12	-1	-7	3.7	-14	-16	-5	10	-14
CC(C(=O)Nc1ccc(C(N)=O)cc1)N1C(=O)c2ccccc2S1(=O)=O (stereo not drawn)
→ 1	4	-5	0.2	-11	19	-12	8	-1
CN=C1c2c(-c3ccccc3)c3cc(OC)ccc3n2CCN1C
→ 1	-5	-7	0.4	4	-7	-5	7	-1
CCn1c(CSc2nnc(-c3ccncc3)n2CCOC)nc2cc(C(=O)O)ccc21
→ 0	-7	4	0.9	2	-5	-4	9	-1
O=C(Nc1c(Br)cc2c(c1Br)Cc1ccccc1-2)C(F)(F)F
→ 3	-5	nt	0.1	-2	-10	4	-7	nt
CCC(=O)Nc1sc2c(c1C(=O)N(C)C)CCCCC2
→ 1	0	-16	-0.1	-3	11	8	-2	-8
COc1ccc(C(C#N)c2ccc(=O)[nH]n2)cc1 (stereo not drawn)
→ 0	-4	3	1.5	2	9	12	-6	1
COc1ccccc1C(CNC(=O)c1cc(S(=O)(=O)N2CCOCC2)ccc1C)N1CCCC1 (stereo not drawn)
→ 1	-8	-3	0.3	-12	-11	1	2	-17
COc1ccc(NC(=O)Nc2cccc(C)n2)c(OC)c1
→ 0	3	-17	0.3	-16	-8	-17	15	-50
CCN(CC)C(=O)C1=C(C)N(Cc2ccc(F)cc2)C(=O)C(CC(=O)NCCN2CCOCC2)C1 (stereo not drawn)
→ 1	-3	nt	0.7	-7	-8	-10	5	nt
Nc1nnc(SCc2ccc(F)cc2)s1
→ 0	-5	0	0.3	10	4	14	-11	-4
COc1ccc(CCNC(=O)c2cc3c(=O)n4cccc(C)c4nc3n(Cc3ccco3)c2=N)cc1OC
→ 3	-3	-2	1.6	-9	-5	-8	8	-16
COc1ccc(NC(=O)Cc2c(Sc3ccccc3)c3ccccc3n2C)cc1
→ 0	-4	0	0.2	5	7	-7	2	-12
CCCCCC(=O)N1CC2(CC)CN(C(=O)CCCCC)CC(CC)(C1)C2=O
→ 1	-5	-2	1.0	-5	-9	-23	7	-22
Cc1ccc(S(=O)(=O)CC(=O)Nc2ccccn2)cc1
→ 3	-3	7	0.4	-4	-9	-15	15	-11
CNc1nc(C)c(C#N)c(-c2ccccc2)c1C(C)=O
→ 1	-3	0	-0.1	-3	2	-6	4	-14
CCc1nnc(NC(=O)c2ccc(S(C)(=O)=O)cc2)s1
→ 0	-3	-2	-0.2	2	6	-5	1	-5
COc1cccc(CNCC(=O)N2C(C)CCCC2C)c1 (stereo not drawn)
→ -1	-14	-4	-0.3	-6	-26	2	-1	-3
CN1CCN(CC(O)COCCOc2ccc(Br)cc2)CC1 (stereo not drawn)
→ 1	-12	-12	0.3	7	-16	-2	10	-1
C/C(=N\NC(=O)c1nnn(-c2nonc2N)c1CN(C)c1ccccc1)c1ccccc1O
→ 10	-2	-11	2.2	2	1	2	7	4
Cc1ccc(Nc2c([N+](=O)[O-])ccc3c2=NC2(CCCCC2)N=3)cc1
→ -3	-10	-2	0.2	5	-11	-14	6	-16
CCOc1ccc(-c2[nH]ncc2Oc2ccccc2OCC)c(O)c1
→ 1	5	-17	1.6	11	-1	-7	9	3
Cc1cc(C)n2nc(C(=O)N3CCOCC3)nc2n1
→ 1	0	-19	-0.2	9	8	-4	4	-2
CCOC(=O)N1CCN(C(=O)C(C)SCc2ccccc2)CC1 (stereo not drawn)
→ 1	0	-2	0.2	1	0	-7	7	-10

More records follow.
Below each SMILES – M4 ag	M1 ag	OXTR potentiate	CHO-K1 Ca ag	CHRM4 antagonist	CHO-K1 Ca antag	CHRM1 antagonist	CHRM1 PAM	CHO parental Ca
O=C(Nc1ccc(Cl)cc1)NC1(C(=O)NCCCN2CCOCC2)CCCCC1
→ 0	-4	-10	-0.1	1	1	-8	8	-10
C=C(C)Cn1c(SCC(=O)O)nc2c1c(=O)[nH]c(=O)n2C
→ 0	-1	-5	-0.3	-8	-6	-13	14	-1
COc1ccc(CN2C(=O)c3ccccc3C2=O)cc1C(=O)OCC(=O)NC1CCCCC1
→ 2	-5	-7	3.1	-2	-16	9	-2	-13
O=C(O)c1ccc(Nc2cc(Cl)c3nonc3c2[N+](=O)[O-])cc1
→ 1	-5	-4	-0.3	-6	9	-4	4	-16
COc1ccc(C(=O)Nc2ccc(C(=O)Nc3nccs3)cc2)cc1[N+](=O)[O-]
→ 1	-2	-1	0.3	6	16	4	-3	-9
CC(C)(C)C1CCC(OC(=O)C[N+]2(C)CCCCC2)CC1 (stereo not drawn)
→ 0	-6	2	0.1	13	-16	9	-4	-2
NC(=O)c1cc(N)ccc1N1CCCCC1
→ 1	-8	-6	0.7	3	-8	-3	4	4
O=C(c1ccccc1[N+](=O)[O-])N1N=C(c2ccccc2)CC1(O)C(F)(F)F (stereo not drawn)
→ 0	-11	-13	0.2	8	-1	13	-21	-11
